# High-throughput results as filed in PubChem.
# SENP8 block-1: SENP8 protease inhibitors, primary screen, biochemical, luminescence; Sentrin-specific protease 8 (Homo sapiens), Q96LD8; purified SENP8, Z-RLRGG-aminoluciferin cleavage; inhibition, % at 10 µM; 330,000 tested, 1.2% active; AID 2540, 2010; in the data active = inhibition above about 50%
# SENP1 inh: human SENP1 catalytic domain inhibitors, primary screen, biochemical, FRET, uHTS | recombinant SENP1 catalytic domain, CyPet-SUMO1-YPet FRET cleavage | inhibition, % at 10 µM | Sentrin-specific protease 1 (Homo sapiens), Q9P0U3 | 360,000 tested, 0.21% active;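 active = inhibition at least 30% at 10 µM, raw YFP signal under a set limit, fluorescence ratio 0.5 to 1.5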;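 also: 0% = enzyme with DMSO and 100% = no enzyme wells; some results filed as inactive read as strong as hits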
#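 Test system: human SENP1 catalytic domain; medium: Tris pH 8 buffer plus EDTA, NaCl, BME, BSA, NP40, catalase; incubation: 50 min reaction at room temperature; technique: FRET, CFP and YFP emission; controls: no-enzyme low control and enzyme-plus-DMSO high control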
# Apaf1 inhib: inhibitors of human Apaf-1 apoptosome, primary screen, biochemical, DEVD-Rh110 fluorescence, uHTS; reconstituted apoptosome caspase-3 activity; inhibition, % at 20 µM; 330,000 tested, 0.71% active; AID 489030, 2010; active = inhibition of at least 40% at 20 µM;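 also: plate controls were DMSO wells for no effect and DEVD-CHO caspase inhibitor wells for full effect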
# Target sequence (O14727 whole entry, looked up): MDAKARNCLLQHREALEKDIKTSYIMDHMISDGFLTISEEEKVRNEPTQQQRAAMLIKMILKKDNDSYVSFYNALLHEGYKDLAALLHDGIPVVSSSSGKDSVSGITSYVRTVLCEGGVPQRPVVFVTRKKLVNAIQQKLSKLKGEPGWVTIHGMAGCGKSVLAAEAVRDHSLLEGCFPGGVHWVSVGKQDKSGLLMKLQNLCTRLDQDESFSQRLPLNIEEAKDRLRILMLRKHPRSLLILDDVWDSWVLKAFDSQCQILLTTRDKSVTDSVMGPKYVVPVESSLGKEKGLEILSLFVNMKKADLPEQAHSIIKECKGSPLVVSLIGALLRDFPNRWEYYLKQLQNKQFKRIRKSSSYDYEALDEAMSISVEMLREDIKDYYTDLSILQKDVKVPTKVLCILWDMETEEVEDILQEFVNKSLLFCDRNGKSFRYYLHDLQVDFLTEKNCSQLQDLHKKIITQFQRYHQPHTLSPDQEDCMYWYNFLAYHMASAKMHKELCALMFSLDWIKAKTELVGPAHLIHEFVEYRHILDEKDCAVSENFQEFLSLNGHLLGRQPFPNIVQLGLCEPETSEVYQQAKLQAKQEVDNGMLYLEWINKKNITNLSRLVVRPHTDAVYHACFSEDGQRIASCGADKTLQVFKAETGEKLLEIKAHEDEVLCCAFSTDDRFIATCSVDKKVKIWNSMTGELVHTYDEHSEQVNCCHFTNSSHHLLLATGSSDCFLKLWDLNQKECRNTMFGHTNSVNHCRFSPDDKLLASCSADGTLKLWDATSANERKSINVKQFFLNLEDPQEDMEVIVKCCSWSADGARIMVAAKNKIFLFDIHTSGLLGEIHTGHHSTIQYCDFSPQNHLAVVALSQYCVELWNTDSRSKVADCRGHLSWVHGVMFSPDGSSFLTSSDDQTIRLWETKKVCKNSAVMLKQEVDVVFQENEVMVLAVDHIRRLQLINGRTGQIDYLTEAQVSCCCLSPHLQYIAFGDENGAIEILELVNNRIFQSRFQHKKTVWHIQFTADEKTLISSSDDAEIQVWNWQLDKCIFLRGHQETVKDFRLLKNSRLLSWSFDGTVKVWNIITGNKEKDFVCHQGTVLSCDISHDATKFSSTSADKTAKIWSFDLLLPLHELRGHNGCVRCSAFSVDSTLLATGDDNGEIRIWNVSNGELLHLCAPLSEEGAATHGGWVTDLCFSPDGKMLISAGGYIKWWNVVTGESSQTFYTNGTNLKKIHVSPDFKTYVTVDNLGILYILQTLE
#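 Material: reconstituted apoptosome with Apaf-1, cytochrome c, caspase-9, procaspase-3, dATP / Buffer or medium: pH 7.5 Hepes buffer with CHAPS, BSA, DTT / Also added: cytochrome c with DEVD-Rh110 / Schedule: compound with Apaf-1, dATP, procaspase-3 30 min, then 50 min reaction, room temperature / Technique: rhodamine 110 fluorescence at Ex 480/Em 540 nm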
# SENP8 block-2: human SENP8 protease inhibitors, primary screen, biochemical, fluorescence, Nedd8 protein substrate, uHTS; inhibition, % at 20 µM; AID 602440, 2012; recombinant SENP8; Sentrin-specific protease 8 (Homo sapiens), Q96LD8; 360,000 tested, 0.64% active; in the data active = inhibition mostly above about 40%, no sharp cut-off; inactive = mostly below about 27%
# SENP6 block: SENP6 protease inhibitors, primary screen, biochemical, luminescence, uHTS; 330,000 tested, 1.8% active; Sentrin-specific protease 6 (Homo sapiens), Q9GZR1; inhibition, % at 10 µM; Recombinant SENP6 catalytic domain, aminoluciferin luminescence;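 active = inhibition above about 50% at the single tested dose, limit read from the data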;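 also: plate controls were DMSO wells with enzyme for no effect and DMSO wells lacking enzyme for full effect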
# NLRP3 yeast inh: NALP3 inflammasome inhibitors in reconstituted yeast, primary screen, luminescence, uHTS. Yeast reconstituted NLRP3/ASC/caspase-1, beta-gal luminescence, 24 h. inhibition, % at 10 µM. 330,000 tested, 0.39% active. AID 2825, 2010;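 active = inhibition of 50% or more; inactive = inhibition below 50%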;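 also: plate controls were induced DMSO wells for no effect and uninduced yeast grown without galactose for full effect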
# PfG6PD inh: PfG6PD enzyme inhibitors, primary screen, biochemical, fluorescence intensity, uHTS | glucose-6-phosphate dehydrogenase-6-phosphogluconolactonase (Plasmodium falciparum 3D7) | inhibition, % at 20 µM | 350,000 tested, 0.78% active | PfGluPho enzyme, NADPH resazurin-diaphorase fluorescence;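 active = inhibition reaching at least a set limit at 20 µM in the primary screen, cut at about 59% in these data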;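 also: 0% = DMSO wells with substrate and 100% = DMSO wells lacking glucose-6-phosphate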
# SENP7 inh: SENP7 protease inhibitors, primary screen, biochemical, luminescence, uHTS; 330,000 tested, 1.5% active; inhibition, % at 5 µM; recombinant SENP7, Z-RLRGG-aminoluciferin luminescence, 40 min; Sentrin-specific protease 7 (Homo sapiens), Q9BQF6;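 active = inhibition above about 50% at the single test dose, limit read from the data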;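 also: plate controls were DMSO with enzyme for no effect and no enzyme buffer wells for full effect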
# HKDC1 inh: HKDC1 hexokinase inhibitors, primary screen, biochemical, fluorescence, uHTS; Q2TB90; recombinant HKDC1, G6PDH/diaphorase resazurin coupled fluorescence; inhibition, % at 20 µM; 340,000 tested, 0.16% active; AID 493160, 2011;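 active = inhibition above about 35% when tested at 20 µM, limit read from the data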;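 also: plate controls were DMSO wells with enzyme for no effect and DMSO wells lacking enzyme for full effect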
#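 Assay system – recombinant HKDC1 (HK5) hexokinase enzyme, produced in-house · Input – HKDC1 at 5 µg/mL · Reagent – glucose plus 1 mM ATP as hexokinase substrates · Timing – 90 min reaction incubation at room temperature, dark · Measured by – G6PDH/diaphorase-coupled fluorescence, 1 mM NADP, 100 µM resazurin, 525/613 nm · Benchmarks – DMSO-enzyme wells negative, buffer-substituted wells positive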
# Numbers without * were called inactive; nt = no result given.
SMILES,SENP8 block-1,SENP1 inh,Apaf1 inhib,SENP8 block-2,SENP6 block,NLRP3 yeast inh,PfG6PD inh,SENP7 inh,HKDC1 inh
CC(C)C[C@@H](CNCC(=O)[C@H](CC(=O)O)NC(=O)c1[nH]cnc1C(=O)N[C@H](CN)CC(C)C)NC(=O)c1nc[nH]c1C(=O)N[C@@H](Cc1ccccc1)C(=O)O,nt,1,nt,3,nt,nt,10,nt,18
COc1ccccc1CN1CC(C(=O)N2CCC(C(=O)c3ccccc3)CC2)CCC1=O (stereo not given),2,2,6,7,-15,17,-7,4,-7
COc1cccc(C2CC(c3cccc(OC)c3)n3nc(N)nc3N2)c1 (stereo not given),-13,2,-6,-141,-1,8,1,11,-3
Cc1cccc(NCc2nnc(-c3ccccc3)o2)c1C,-8,-1,-4,2,-1,35,-18,-4,3
CN1CCN(NC(=O)c2cccc(S(=O)(=O)N3CCCCCC3)c2)CC1,-9,1,-8,8,-20,1,11,2,-2
COc1ccc(CC(=O)NNS(=O)(=O)c2cccc([N+](=O)[O-])c2)cc1OC,3,4,-1,14,-7,-4,5,-5,-1
CCn1c(SCC(=O)Nc2cc(C)on2)nnc1-c1ccc(S(=O)(=O)N2CCN(C)CC2)cc1,-15,2,-7,11,-5,9,-4,-3,-3
CCN(C(=O)c1cc(S(=O)(=O)N2CCc3ccccc32)cn1C)c1ccccc1,0,1,0,2,-15,0,39,-2,-4
COc1ccc(C(=O)CN2C(=O)NC(C)(c3ccccc3)C2=O)cc1OC (stereo not given),4,0,4,-10,19,9,-17,-1,-14
CC1=NN(S(=O)(=O)c2ccc(F)cc2)C(=O)c2ccccc2O1,5,1,-2,-1,2,2,-14,-4,3
Cc1noc(C)c1CSc1nc2ccccc2nc1NS(=O)(=O)c1ccc(Cl)cc1,10,-19,13,-476,4,-4,-43,7,14
O=C(CCc1ccc(S(=O)(=O)NCCc2ccccc2)cc1)Nc1ccc2c(c1)OCCO2,-12,0,13,16,-17,8,-6,-10,2
O=C(NC1(O)C(=O)c2ccccc2C1=O)c1c(Cl)cccc1Cl,64*,3,96*,97*,65*,12,3,60*,-11
CCN(CC)CCOc1ccc2c(c1)C(=NO)c1cc(OCCN(CC)CC)ccc1-2,0,0,-8,24,-2,-1,6,12,3
Nc1nonc1-n1nnc(C(=O)c2ccccc2)c1-c1ccccc1,3,3,16,17,-10,10,11,3,-3
Cc1ccc[n+](C(C)C(=O)c2ccc(Cl)cc2)c1 (stereo not given),4,0,-2,6,-8,25,7,1,-6
CCOc1ccc(Nc2nc(Cc3nnc(SCC(=O)NC4CCCC4)n3C)cs2)cc1,-14,1,0,8,-11,7,-4,-6,-9
COc1ccc(OCC(O)CN2CCC(CN3C(=O)c4cccc5cccc(c45)C3=O)CC2)cc1 (stereo not given),-2,5,17,-197,-10,11,-2,6,-5
COC(=O)C(=C/C=C/c1cccnc1)C(=O)OC,-2,-1,2,-1,-5,30,-2,8,-9
Cc1onc(-c2ccccc2)c1C(=O)OCC(=O)N(C)c1c(N)n(Cc2ccccc2)c(=O)[nH]c1=O,0,-1,6,-10,0,7,-7,2,6
Cc1nc(NC(=O)C2CC2)sc1C(=O)NC1CCCCC1,4,2,-2,8,15,3,0,5,-6
CCN(Cc1ccccc1)C(=O)c1cc2cc(OC)c(OC)cc2[nH]1,1,-8,8,-242,-13,13,22,0,-4
CCCC(=O)NC(c1ccccc1)c1ccc2cccnc2c1O (stereo not given),24,1,-1,11,-9,11,3,1,-28
COCCNC(=O)/C(=C/c1ccccc1Cl)c1ccccc1,1,0,-4,16,0,-13,17,-3,1
Cc1ccc(NC(=O)C2CCN(C(=O)NC3CCCCC3)CC2)cc1Cl,-7,1,10,27,-4,7,1,-1,-4
COc1ccc(NC(=O)COc2ccc(C(=O)NCc3cccnc3)cc2OC)cc1,4,-2,-5,2,-3,19,-2,10,-7
O=C(CN1CCCC1c1cccs1)Nc1cccc(S(=O)(=O)N2CCCC2)c1 (stereo not given),-2,-1,0,6,2,0,5,8,3
CC(=O)c1ccc(N2CCN(C(=O)C(=O)c3cn(CC(=O)N4CCCCCC4)c4ccccc34)CC2)cc1,-13,-3,11,-51,-9,5,4,1,2
N#Cc1ccc(-c2csc(NNC(=O)c3ccccc3)n2)cc1,-12,3,3,-45,-10,19,3,-2,-3
Cc1cc(C)cc(NC(=S)N(C)C)c1,-1,-3,2,10,-12,-1,4,5,-7
O=C(Nc1cccc(Cl)c1Cl)c1cc(S(=O)(=O)NCCc2ccccc2)ccc1F,1,1,2,16,17,14,3,3,-7
CCN1C[C@@H]2[C@@H]3C(=O)N(Cc4ccccc4)C(=O)[C@@H]3[C@](C)(C1=O)N2C(=O)c1ccc(F)cc1,nt,1,nt,12,nt,nt,6,nt,-2
CCN1C(=O)[C@H]2[C@@H](c3ccc(C)cc3)N3C(=O)N(c4ccc(C(F)(F)F)cc4)C(=O)[C@@]3(CC)[C@H]2C1=O,-5,0,12,6,1,14,-1,3,2
CN(Nc1cccc(Cl)c1)c1cccc(Cl)c1,nt,1,nt,11,nt,nt,11,nt,2
COc1ccc(C(=O)NCCCOC(=O)c2ccc(OC)cc2)cc1,-1,2,-8,4,-9,27,7,-9,-7
CN(C(=O)COC(=O)c1ccccc1Cc1ccccc1)C1CCS(=O)(=O)C1 (stereo not given),6,1,-2,4,12,2,20,-2,-3
CCOC(=O)N1CCC(n2c(=S)[nH]c3cc(OCC)c(OCC)cc3c2=O)CC1,4,0,-8,-3,-4,-4,4,-4,-14
COc1ccc(C2CC(c3ccc(C)cc3)=NN2C(=O)CCC(=O)O)cc1OC (stereo not given),-6,-2,1,5,4,16,nt,-5,nt
Cc1ccc(N(C(=O)Cc2cccs2)C(C(=O)NC2CCCC2)c2ccncc2)cc1 (stereo not given),-10,0,-1,19,-4,14,9,-13,-7
COc1ccccc1-c1cc(C(F)(F)F)nc(N2CCCC2)n1,-3,-1,11,-187,17,10,-12,-6,7
O=C(C1CCN(C2CC(=O)N(c3ccc(Cl)cc3)C2=O)CC1)N1CCOCC1 (stereo not given),0,2,2,16,7,28,16,7,5
c1ccc(CCCOCCC2CO2)cc1 (stereo not given),-16,nt,1,nt,-1,3,nt,27,nt
Cn1nc(C(=O)NNC(=O)c2cccc(Cl)c2)c2ccccc2c1=O,-5,4,5,11,-11,15,10,3,-2
CCCS(=O)(=O)N1CCCC(C(=O)Nc2ccc3c(c2)CCC3)C1 (stereo not given),-1,0,13,7,5,2,0,-7,2
COC(=O)c1cc(C(=O)NC(C)C2CC3CCC2C3)cc([N+](=O)[O-])c1 (stereo not given),1,-1,29,9,-12,-5,7,-3,-7
Cc1ccc(S(=O)(=O)N2CCN(C(=O)CN3C(=O)c4ccc([N+](=O)[O-])cc4C3=O)CC2)cc1C,-7,2,4,16,2,19,6,1,-2
O=C(Nc1ccc(F)cc1)C(c1ccccc1)N1CCN(C(=O)c2ccco2)CC1 (stereo not given),8,0,-5,16,-3,5,-15,-3,-3
O=C(CN1C(=O)c2ccccc2S1(=O)=O)c1ccc2c(c1)OCCCO2,18,1,-6,17,-2,25,7,-6,0
CCOc1ccccc1NC(=O)c1cc(S(=O)(=O)N2CCC3(CC2)OCCO3)ccc1F,5,0,23,8,-1,15,7,-3,-5
Cc1nn(CC(=O)NC2CCC(C)CC2)c(C)c1[N+](=O)[O-] (stereo not given),5,1,11,11,8,16,-2,7,-2
# Remaining list, next part.
SMILES,SENP8 block-1,SENP1 inh,Apaf1 inhib,SENP8 block-2,SENP6 block,NLRP3 yeast inh,PfG6PD inh,SENP7 inh,HKDC1 inh
CN(C)S(=O)(=O)c1cc(NC(=O)CSc2cccc[n+]2[O-])ccc1Cl,6,2,2,2,6,9,-9,5,0
CCCCNC1c2ccccc2C(=O)N1Cc1ccccc1 (stereo not given),11,0,5,-1,3,36,-13,-1,3
Cc1ccc(C)c(NC(=O)c2ccc3c(c2)N(Cc2ccc(F)cc2)C(=O)CS3=O)c1 (stereo not given),5,2,9,7,1,10,4,-1,-4
CCCCn1c(N)c(N(CCOC)C(=O)c2cc(C)oc2C)c(=O)[nH]c1=O,2,-30,-5,-26,-1,22,-1,1,-5
Cc1ccc(NC(=O)CN2C(=O)S/C(=C\c3ccc(C(=O)O)cc3)C2=O)cc1,nt,2,nt,17,nt,nt,-8,nt,-5
COc1cccc(C(=O)NC2CCCc3c2cnn3-c2ccc(C)c(C)c2)c1OC (stereo not given),-7,3,25,7,-9,17,4,13,0
CC1CCCCC1NC(=O)CO/N=C/c1ccccc1OC(F)F (stereo not given),-5,-1,14,14,-9,24,-13,-7,3
CC(C(=O)Nc1ccccc1-c1ccccc1)N1CCN(S(=O)(=O)c2ccccc2)CC1 (stereo not given),-5,2,16,13,-16,0,-8,4,14
Cc1cc(NC(=O)c2ccccc2)n(-c2nc3ccccc3[nH]2)n1,-2,3,-10,5,-26,21,-5,-1,-4
O=C(N/N=C/c1cccs1)c1ccc2nc[nH]c2c1,-9,0,1,-4,-7,0,-6,-4,-7

# Full records, quoted from the list.
# COc1cccc(C(=O)NC2CCCc3c2cnn3-c2ccc(C)c(C)c2)c1OC (stereo not given) reads SENP8 block-1: -7; SENP1 inh: 3; Apaf1 inhib: 25; SENP8 block-2: 7; SENP6 block: -9; NLRP3 yeast inh: 17; PfG6PD inh: 4; SENP7 inh: 13; HKDC1 inh: 0
# CCCCn1c(N)c(N(CCOC)C(=O)c2cc(C)oc2C)c(=O)[nH]c1=O reads SENP8 block-1: 2; SENP1 inh: -30; Apaf1 inhib: -5; SENP8 block-2: -26; SENP6 block: -1; NLRP3 yeast inh: 22; PfG6PD inh: -1; SENP7 inh: 1; HKDC1 inh: -5

# The list goes on.
SMILES,SENP8 block-1,SENP1 inh,Apaf1 inhib,SENP8 block-2,SENP6 block,NLRP3 yeast inh,PfG6PD inh,SENP7 inh,HKDC1 inh
CCCN1C(=O)/C(=N\OCC(=O)NCC(F)(F)F)c2ccccc21,-2,-1,-1,10,2,3,3,2,-10
NS(=O)(=O)c1cccnc1Nc1cccc(Cl)c1,-2,0,0,-76,-10,18,4,-4,6
ON1C2CCCCC2N(O)C1c1ccccc1C(F)(F)F (stereo not given),-6,1,-14,27,-17,9,-6,1,-8
CC(Sc1ccccn1)C(=O)Nc1ccc2c(c1)OCO2 (stereo not given),4,0,7,-11,8,17,29,5,11
CCOc1ccccc1C(=O)Nc1nnc(Cc2ccc(OC)c(OC)c2)s1,3,2,13,-6,5,22,-3,-1,-3
CC1(C)Cc2c(cnn2-c2ccc(F)cc2)C(NC(=O)CCN2CCCCC2=O)C1 (stereo not given),4,1,1,2,-2,5,-16,-6,5

# Outcome played no part in choosing rows; any-hit rate near 4.1%.
